# GCN5L2 inh – qHTS Assay for Inhibitors of GCN5L2; AID 504327, 2011; Histone acetyltransferase KAT2A (Homo sapiens), Q92830; Potency, µM (highest dose often 58.9 µM), without a hit: at the highest dose activity change, negative = inhibition, hits mostly inhibitors; 390,000 compounds, 0.21% hits; GCN5L2 HAT assay, ThioGlo1 CoA-SH fluorescence
#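 qHTS, 1536-well. 20nM enzyme, pH 7.5 HEPES/EDTA/Tween-20 buffer; 15 min compound preinc., RT. Start: 75uM H3(1-25), 70uM AcCoA, 50uM ThioGlo1. Read Ex340/Em540 at t=0 (autofluorescence flag) and t=20 min.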
# FEN1 inhibitor – qHTS Assay for the Inhibitors of Human Flap endonuclease 1 (FEN1) | P39748 | Recombinant FEN1 flap cleavage, fluorescence, 15 min | Potency, µM (series often up to 114 µM), for the others: at the highest dose activity change, negative = inhibition, actives largely listed as inhibitors | 390,000 compounds, 0.35% hits; note: nearly all actives have a fitted effect of over 65% in size
# Target sequence (P39748 whole entry, looked up): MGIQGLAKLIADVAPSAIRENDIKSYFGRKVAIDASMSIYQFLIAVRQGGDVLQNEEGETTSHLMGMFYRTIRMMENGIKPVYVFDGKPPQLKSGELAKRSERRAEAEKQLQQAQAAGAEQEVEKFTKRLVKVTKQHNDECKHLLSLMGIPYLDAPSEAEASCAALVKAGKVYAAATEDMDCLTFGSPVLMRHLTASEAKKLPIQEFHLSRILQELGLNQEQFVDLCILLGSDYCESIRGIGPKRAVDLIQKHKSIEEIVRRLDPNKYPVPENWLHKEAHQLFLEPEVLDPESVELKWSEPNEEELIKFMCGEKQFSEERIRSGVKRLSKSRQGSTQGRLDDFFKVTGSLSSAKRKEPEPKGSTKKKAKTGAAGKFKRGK
#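 Steps: FEN1 (10 nM) dispensed; compound added by pin tool; 15 min at room temperature; substrate added to 50 nM final; reads at 0 min and 15 min; data normalized and fitted (four-parameter Hill).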
# DT40 TDP1 CPT – qHTS for Inhibitors of human tyrosyl-DNA phosphodiesterase 1 (TDP1): qHTS in cells in presence of CPT | 420,000 compounds, 12% hits | chicken DT40 Tdp1-/-;hTDP1 cells + 20 nM CPT, ATP luminescence, 48 h | Potency, µM (titrated, usually from 46.2 µM), for the others: at the highest dose activity change, negative = growth inhibition, most hits filed as inhibitors; note: nearly all actives have a fitted effect of over 55% in size
#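 Cell growth measured by CellTiter-Glo luminescence after a minimum 48 h, 37 C compound exposure with 20 nM CPT in Tdp1-knockout DT40 cells stably expressing hTDP1, seeded 400/well; qHTS titration format.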
# Starred values were filed as active, the others as inactive; ? = inconclusive; / = no result given; & = joins results of further samples; [ ] = dose if it differs, or a comment. Calls come from the whole dose curve; as a rule, active = well fitted curve in the direction sought with a large enough effect; inconclusive = small, poorly fitted or top-dose-only effect, or another doubt; inactive = no such curve, though single readings can be large; an effect the other way counts as inactive or inconclusive. % is set by controls: 0 for no effect and ±100 for the full control effect; potency is the fitted concentration of half-maximal effect. Not all compounds are listed; rates above refer to the full screens.
no.	Compound	GCN5L2 inh	FEN1 inhibitor	DT40 TDP1 CPT
1	CCOC(=O)c1c(C)oc2nc(C)nc(Nc3ccc(C)c(Cl)c3)c12	-21%	-6%	-15%
2	Cc1cc(OCCCSc2nc(-c3ccc(C(C)(C)C)cc3)nc3cc(=O)[nH]n23)ccc1Cl	?	?	?
3	COc1ccc2c(c1C)CCC(C)(C#N)C2=O (stereo unspecified)	/	-15%	6%
4	Cn1cc(C(=O)N2CCc3ccccc3C2)c(=O)c2cc(S(=O)(=O)N3CCOCC3)ccc21	-3%	1%	-1%
5	c1ccc(OCCOc2cccc3cccnc23)cc1	-6%	9%	-15%
6	O=C(COc1ccc(Cl)cc1)Nc1ccccc1Cl	-4%	0%	23%
7	CC(C)CCOCC(=O)Nc1cccc(C(=O)O)c1	-3%	4%	-6%
8	CCOc1ccc(N2CC(C(=O)NCCc3ccccc3)CC2=O)cc1 (stereo unspecified)	-3%	-3%	3%
9	O=C(O)c1ccc(NC2=C/C(=N/S(=O)(=O)c3ccccc3)c3ccccc3C2=O)cc1	-11%	?	2.6µM*
10	CC(=O)Nc1cccc(NC(=O)CSc2nnc(Cc3cccn3C)n2CCc2ccccc2)c1	-1%	6%	?
11	Cn1c(SCc2cccc(Br)c2)nc2c1c(=O)[nH]c(=O)n2C	-14%	22%	?
12	COc1ccccc1CCC(=O)Nc1nccs1	-29%	6%	-17%
13	FC(F)(F)c1ccc(Cl)c(-n2c(-c3cc(C4CC4)[nH]n3)n[nH]c2=S)c1	-1%	-8%	2%
14	Cc1ccc(S(=O)(=O)NC2CC(C)(C)NC(C)(C)C2)cc1	-3%	10%	7%
15	COc1cc(NCCCn2cnc3c(OCc4ccccc4)ncnc32)cc(OC)c1OC	/	5%	?
16	O=C1NC(=Nc2ccc(O)cc2)S/C1=C\C=C\c1ccco1	-3%	-15%	0.82µM*
17	CCCSc1nc2ccsc2c(=O)n1CC	-5%	-5%	-11%
18	O=C(CSCC(=O)N1CCCCC1)OCC(=O)c1c[nH]c2ccccc12	4%	0%	4%
19	CC(=O)NCCc1ccc(S(=O)(=O)Nc2ccc(C)c(S(=O)(=O)N3CCOCC3)c2)cc1	-24%	21%	-16%
20	Cn1cnnc1Sc1ccc(C(=O)NCCC23CC4CC(CC(C4)C2)C3)cc1[N+](=O)[O-]	-4%	2%	10µM*
21	COc1ccc2c(c1)-c1nc(NC(=O)c3cc(OC)c(OC)c(OC)c3)sc1CC2	-19%	2%	?
22	O=C(COC(=O)c1cccc(-n2cnnn2)c1)c1ccc(F)cc1	-1%	2%	-17%
23	CCOc1ccccc1N(C)C(=O)C1CCN(S(=O)(=O)c2cccc3nonc23)CC1	-3%	5%	?
24	CCN(CC(=O)Nc1c(F)cccc1F)C(=O)C1CC1	-3%	-3%	-19%

# In the list so far, 2 contain two or more sulfur atoms.
no.	Compound	GCN5L2 inh	FEN1 inhibitor	DT40 TDP1 CPT
17	CCCSc1nc2ccsc2c(=O)n1CC	-5%	-5%	-11%
19	CC(=O)NCCc1ccc(S(=O)(=O)Nc2ccc(C)c(S(=O)(=O)N3CCOCC3)c2)cc1	-24%	21%	-16%

# (listing goes on)
no.	Compound	GCN5L2 inh	FEN1 inhibitor	DT40 TDP1 CPT
25	O=[N+]([O-])c1cccc(S(=O)(=O)[N-]c2nc3ccccc3nc2-n2cc[n+](Cc3ccccc3)c2)c1	0%	-1%	8%
26	COc1ccc(-c2csc(NC(=O)CSc3nc4ccccc4c(=O)[nH]3)n2)cc1	-10%	-18%	?
27	Cc1cc(C(=O)N/N=C/c2cc(N=Nc3ccccc3)ccc2O)n[nH]1	-4%	8%	5.8µM*
28	COc1ccc(N(CC(=O)Nc2ccc(C)cc2C)S(=O)(=O)c2ccccc2[N+](=O)[O-])c(OC)c1	13%	-4%	-27%
29	O=C(CSc1nccc(=O)[nH]1)NCc1ccc2c(c1)OCO2	-15%	-7%	-5%
30	CN(C)c1ccc(CN(Cc2ccco2)C(=O)c2ccc(F)cc2)cc1	-4%	1%	?
31	Cc1ccc(CS(=O)(=O)CCC(=O)NCc2ccccn2)cc1	31%[activator]	2%	-12%
32	CC(C)(C)OC(=O)NCCCC[C@H](NC(=O)c1nc[nH]c1C(=O)NC(c1ccccc1)c1ccccc1)C(=O)OC(C)(C)C	-16%	-13%	15µM*
33	COc1ccc(C2C(C(C)=O)=C(O)C(=O)N2c2ccc(O)cc2)cc1 (stereo unspecified)	-4%	10%	27%
34	CC(CC(=O)NC(C)c1ccc2c(c1)OCCO2)c1ccccc1 (stereo unspecified)	-3%	-4%	-8%
35	Cc1nc2c(c(=O)c3ccccc3n2C)c(=O)n1C1CCCCCC1	-16%	-33%	0%
36	COC(=O)Cc1ccc(NC(=S)NCc2ccco2)cc1	-5%	-2%	-1%
37	COc1ccc2c(c1)C(=O)N(c1ccccc1OC)C(=O)C2	-5%	4%	-29%
38	COc1ccc(-c2cc(C(F)(F)F)n3nc(C(=O)NCc4ccco4)cc3n2)cc1	-19%	-5%	-7%
39	O=C(O)C1(NS(=O)(=O)c2ccc(Cl)cc2)CCCCC1	-1%	-2%	-3%
40	O=C(NCCc1ccccc1)c1cc2sccc2n1Cc1ccc(F)cc1	0%	-4%	-26%
41	COc1cc(CNCCc2ccccc2)ccc1OCC(=O)NC(C)(C)C	-3%	6%	-5%
42	Cc1[nH]c(C)c(S(=O)(=O)N2CCN(c3ccccc3)CC2)c1C(=O)N1CCCCC1	0%	15%	-8%
43	O=P(c1ccccc1)(c1ccccc1)C(O)c1ccc(Br)cc1 (stereo unspecified)	-7%	1%	-28%
44	COc1ccc(S(=O)(=O)N2Cc3ccccc3CC2C(=O)Nc2cc(Cl)ccc2Cl)cc1 (stereo unspecified)	-4%	-16%	?
45	Cc1ccccc1C(=O)NC(CC(C)C)C(=O)Nc1cccc(S(=O)(=O)N(C)C)c1 (stereo unspecified)	1%	-1%	-9%
46	Cc1ccc(OCCNC(=O)c2ccccc2F)cc1	1%	0%	10%
47	O=[N+]([O-])c1cccnc1NCCc1ccccc1	-1%	-4%	-17%
48	CCCCN(CC)C(=O)c1ccc(Cl)cc1	-12%	-1%	-9%

# Compounds from the list above that contain a COOH group, in the order listed:
no.	Compound	GCN5L2 inh	FEN1 inhibitor	DT40 TDP1 CPT
7	CC(C)CCOCC(=O)Nc1cccc(C(=O)O)c1	-3%	4%	-6%
9	O=C(O)c1ccc(NC2=C/C(=N/S(=O)(=O)c3ccccc3)c3ccccc3C2=O)cc1	-11%	?	2.6µM*
39	O=C(O)C1(NS(=O)(=O)c2ccc(Cl)cc2)CCCCC1	-1%	-2%	-3%

# Other results follow.
no.	Compound	GCN5L2 inh	FEN1 inhibitor	DT40 TDP1 CPT
49	CC1CC(C)(C)CC2(C1)NC(=O)N(CC(=O)Nc1cc(C(F)(F)F)ccc1N1CCCCC1)C2=O (stereo unspecified)	/	-22%	?
50	CC(C)c1ccc(S(=O)(=O)c2cnc(SCC(=O)Nc3ccc4c(c3)OCCO4)[nH]c2=O)cc1	0%	9%	-3%
51	CN(C)C(=C(C#N)C#N)N1CCN(c2ccc(Cl)c(Cl)c2)CC1	?	-13%	-21%
52	O=C(Nc1ccccc1)c1cccnc1NCCc1ccccc1	-6%	-25%	?
53	COc1ccc(-n2nnnc2Sc2ccc(S(=O)(=O)N3CCOCC3)cn2)cc1	-6%	1%	-16%
54	Cc1ccc(-c2nc(C(=O)NCC3CCCO3)cc3c2[nH]c2ccccc23)cc1 (stereo unspecified)	2%	?	2.3µM*
55	COc1cc(NC(=O)CNc2cccc(S(=O)(=O)N3CCOCC3)c2)cc(OC)c1	-3%	-7%	?
56	O=C(O)c1ccc(CNC(=O)C2CCCN2C(=O)OCc2ccccc2)cc1 (stereo unspecified)	-4%	-7%	5%
57	CNC(=O)[C@@]1(Cc2ccccc2)C=C[C@@H](C)N1C(=O)OC	/	18%	1%
58	Cc1ccccc1S(=O)(=O)Cc1ccc(C(=O)N2CC(C)CC(C)C2)o1 (stereo unspecified)	1%	0%	?
59	COc1ccc(C)cc1NS(=O)(=O)c1cn(C)c(=O)n(C)c1=O	-6%	-4%	11%
60	Cc1ncc(COP(=O)(O)O)c(CN)c1O	-9%	/	-5%
61	Cc1ccc(NC(=O)c2ccccc2Cl)c(Cl)c1	1%	-12%	-14%
62	O=S(=O)(NCCc1ccccc1)c1cccc2cccnc12	-8%	-7%	3%
63	Cc1sc2ccccc2[n+]1CCCCBr	/	-2%	4µM*
64	CCOC(=O)Nc1cccc2c1-c1ccc([N+](=O)[O-])cc1C2=O	/	-8%	-21%
65	CC(C)(C)NC(=O)c1cccc2c1-c1ccccc1C2=O	-4%	-10%	27%
66	CN(C(=O)COC(=O)c1c2c(nc3ccccc13)CCCC2)c1c(N)n(Cc2ccccc2)c(=O)[nH]c1=O	-5%	9%	-5%
67	CCOc1ccc(S(=O)(=O)N(CC)CC(=O)NCc2ccncc2)cc1	3%	-11%	-7%
68	CCc1nc(SCC(=O)NCc2ccc(F)cc2)c2c(=O)n(C)c(=O)n(C)c2n1	0%	-9%	-3%
69	c1ccc(-n2nnnc2Cc2nnnn2-c2ccccc2)cc1	-5%	-9%	-25%
70	CCOC(=O)Cn1c(=O)n(CC2CCCO2)c2nc(-c3cc(OC)ccc3OC)nc(C(N)=O)c21 (stereo unspecified)	-21%	5%	/
71	Cc1ccnc2nc(C(=O)NC3=NCCS3)nn12	-11%	8%	-14%
72	COc1cccc(N(C(=O)c2ccco2)C(C(=O)NC2CCCC2)c2ccc(N3CCOCC3)cc2)c1 (stereo unspecified)	-6%	-13%	-22%
73	COC1Cc2ccccc2N(C(=O)N2CCN(CCO)CC2)c2ccccc21 (stereo unspecified)	-3%	0%	-10%
74	CCN(CC)C(=O)Cn1c(=O)n(-c2ccc(C)c(C)c2)c(=O)c2c3c(sc21)CCCCC3	-3%	-11%	5%
75	COc1ccc(NC(=O)CC2SC(N)=NC2=O)c([N+](=O)[O-])c1 (stereo unspecified)	-1%	1%	-4%
76	COc1ccc2c(c1)CC/C(=C/c1ccncc1)C2=O	-2%	-4%	16µM*
77	O=C(COC(=O)c1ccc(Br)o1)NCC(=O)Nc1ccc(F)cc1	-5%	16%	-9%
78	Cc1noc(/C=C/N(C)C)c1S(=O)(=O)N1CCCC(C(=O)Nc2cccc(F)c2)C1 (stereo unspecified)	-3%	-4%	?
79	C/C(=N\NC(=O)c1nnn(-c2nonc2N)c1-c1ccc2c(c1)OCO2)c1ccc(F)cc1	-1%	-11%	3%
80	COc1cccc(NC(=O)c2cccc(OC)c2OC)c1	-1%	1%	-5%
81	COc1ccc(CN2C(=O)c3cccnc3C2Nc2cc(Cl)ccc2OC)cc1 (stereo unspecified)	-5%	-18%	-21%
82	CCN(Cc1ccccc1)C(=O)COC(=O)c1c(C)nsc1NC	-1%	-9%	15µM*
83	NC(=O)c1cc([N+](=O)[O-])ccc1NCc1cccnc1	-9%	-5%	-26%
84	CCOC(=O)N1CCN(c2c(N3CCN(c4cccc(C)c4C)CC3)c(=O)c2=O)CC1	-20%	1%	-6%
85	CC(C)Cn1c(=O)c2ccccc2n2c(CCC(=O)NCC3CCCO3)nnc12 (stereo unspecified)	4%	-2%	-4%
86	COc1cc(/C=C(\C#N)C(=O)Nc2ccc3c(c2)OCCO3)ccc1O	-4%	-11%	?
87	CCCCC(=O)NC1CC(=O)N(c2ccc3c(c2)OCCO3)C1 (stereo unspecified)	-10%	13%	-17%
88	c1ccc2sc(SN3CCOCC3)nc2c1	?	-2%	-23%&-2%
89	CC(C)c1ccc(C2CC(=O)N3CN(C4CCCCC4)CSC3=C2C#N)cc1 (stereo unspecified)	?	-33%	?
90	Cc1cc(C)n(-c2nnc(C)c(=O)[nH]2)n1	2%	2%	-4%
91	O=C(c1cnccn1)N1CCC2(CCN(Cc3ccccc3)CC2)CC1	15%	/	9%
92	Cc1ccc([N+](=O)[O-])cc1N=C(c1cccc(Br)c1)N1CCOCC1	0%	-1%	?
93	COc1ccccc1NC(=O)NCCN1CCN(c2cccc(Cl)c2)CC1	-6%&2%	2%&20%	?
94	C=CCn1c(COc2ccc(F)cc2)nnc1SCC(=O)NC1CCS(=O)(=O)C1 (stereo unspecified)	1%	2%	-6%
95	CCOC(=O)c1cccc(NC(=O)Nc2c(C)n(C)n(-c3ccccc3)c2=O)c1	-16%	13%	0%
96	Cc1ccc(CCN2CC(C(=O)NCCN3CCCCCC3)CC2=O)cc1 (stereo unspecified)	-6%	11%	-112%
97	CCN1CCN(C(=O)c2ccc3c(c2)N(Cc2cc(C)ccc2C)C(=O)c2ccccc2S3(=O)=O)CC1	-7%	-8%	-3%
98	Cc1c(NC(=O)c2ccc(F)cc2)c(=O)n(-c2ccccc2)n1C	?	1%	1%
